GCN5L2 inh – blocks human GCN5L2 histone acetyltransferase | GCN5L2 HAT assay, ThioGlo1 CoA-SH fluorescence | Potency, µM (series often up to 58.9 µM), for inactives: at the highest dose activity change, negative = inhibition, hits mostly inhibitors | 390,000 tested, 0.21% active
Target sequence (Q92830 whole entry, looked up): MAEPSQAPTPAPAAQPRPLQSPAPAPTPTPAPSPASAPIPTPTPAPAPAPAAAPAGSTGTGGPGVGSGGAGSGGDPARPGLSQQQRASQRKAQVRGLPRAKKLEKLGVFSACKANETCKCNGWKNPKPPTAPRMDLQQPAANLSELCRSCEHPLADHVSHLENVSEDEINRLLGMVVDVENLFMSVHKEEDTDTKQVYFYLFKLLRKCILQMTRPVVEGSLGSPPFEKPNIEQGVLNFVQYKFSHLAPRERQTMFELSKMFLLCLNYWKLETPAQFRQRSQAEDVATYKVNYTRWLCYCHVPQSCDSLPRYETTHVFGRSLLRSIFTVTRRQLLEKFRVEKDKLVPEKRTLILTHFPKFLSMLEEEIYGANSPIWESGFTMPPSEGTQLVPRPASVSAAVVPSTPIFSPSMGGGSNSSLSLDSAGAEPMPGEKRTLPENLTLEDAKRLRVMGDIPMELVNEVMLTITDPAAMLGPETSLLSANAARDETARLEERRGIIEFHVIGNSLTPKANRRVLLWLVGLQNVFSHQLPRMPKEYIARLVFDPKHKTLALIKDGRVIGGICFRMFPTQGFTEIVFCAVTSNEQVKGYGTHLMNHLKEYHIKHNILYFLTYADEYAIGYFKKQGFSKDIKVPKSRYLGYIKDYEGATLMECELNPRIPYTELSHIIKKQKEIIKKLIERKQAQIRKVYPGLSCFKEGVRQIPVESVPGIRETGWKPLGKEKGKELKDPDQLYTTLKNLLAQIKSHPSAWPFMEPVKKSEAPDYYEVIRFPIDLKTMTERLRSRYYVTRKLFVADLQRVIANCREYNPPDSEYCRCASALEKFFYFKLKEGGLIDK
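ThioGlo1-coupled HAT assay: 20nM GCN5L2, 70uM acetyl-CoA, 75uM H3(1-25) peptide, pH 7.5. Fluorescence read at 340/540nm at start and after 20 min at room temperature.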
FEN1 inhibitor – inhibitors of human flap endonuclease 1; P39748; 390,000 tested, 0.35% active; Potency, µM (top dose mostly 114 µM), inactives show at the top dose activity change, negative = inhibition, hits mostly inhibitors; Recombinant FEN1 flap cleavage, fluorescence, 15 min; further: nearly all actives have a fitted effect of over 65% in size
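Compounds are tested as a concentration series against 10 nM FEN1; after a 15 min room-temperature preincubation, 50 nM substrate starts cleavage, with plate reads at 0 and 15 min. Normalized responses are fitted by a Hill equation.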
N370S GC – inhibitors or activators of N370S glucocerebrosidase for Gaucher disease; N370S GC spleen homogenate, 4MU-glucoside fluorescence; Potency, µM (series often up to 59.4 µM), inactives show at the highest dose activity change, negative = inhibition, usual class: inhibitors; P04062; 330,000 tested, 0.092% active;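 further: 0% = full enzyme activity and -100% = no enzyme basal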
* marks the source's active call; other numbers are inactive results; u = inconclusive; x = no result given; & = joins results of further samples; [ ] = remark or other dose. The call rests on the fitted dose curve; in most records, active means well fitted curve in the direction sought with a large enough effect; inconclusive means small, poorly fitted or top-dose-only effect, or another doubt; inactive means no such curve, though single readings can be large; an effect the other way counts as inactive or inconclusive. Unless noted, on the % scale 0 is the no-effect control and ±100 the full control effect; potency means the concentration at half of the fitted maximal effect.

Compound	GCN5L2 inh	FEN1 inhibitor	N370S GC
CCCC(C(=O)c1ccccc1)n1cncn1 (stereo not drawn)	-5%	-3%	0%
O=C(c1ccc(-c2nnc(-c3ccccc3)o2)cc1)N1CCCCCC1	-1%	5%	-18%
CN(c1ccccc1)S(=O)(=O)c1ccccc1Br	1%	-21%&-15%	x
Cc1ccc(C)c(NC(=O)c2ccc3c(O)c(S(=O)(=O)c4ccc(Cl)cc4)c(=O)[nH]c3c2)c1	-6%	-16%	x
CC1(C)CC(=O)C=C(NC2CCCCCC2)C1	2%	-14%	7%[2.35 µM]
O=C(NCCN1CCCC1)c1ccc(Cn2c(=S)[nH]c3ccc(Br)cc3c2=O)cc1	0%	1%	4%
Cc1cc(NC(=O)CSCc2ccc([N+](=O)[O-])cc2)no1	19%	-5%	4%
c1ccc2c(c1)OC(CCCN1CCCCC1)c1ccccc1S2 (stereo not drawn)	-4%	-5%	-19%
C=CCNC(=S)Nc1cccc([N+](=O)[O-])c1	-2%	18%	12%
COc1ccccc1OCC(=O)NCc1nc(-c2ccc(Cl)cc2)no1	-8%	3%	x
O=C(Nc1ccccc1C(=O)N1CCCC1)c1ccc(Cl)cc1Cl	-4%	6%	-10%
CC(C)CC(=O)NC(=S)Nc1cc(C(F)(F)F)ccc1N1CCOCC1	-7%	7%	26%
CCOc1ccccc1C(=O)N1c2ccccc2Sc2ccccc21	-8%	-19%	20%
Cc1ccc(O)c(N=Nc2ccc(S(=O)(=O)N3CCOCC3)cc2)c1	-13%	-3%	9%
COc1ccc(CNC(=O)CCCN2C(=O)CCn3nc(-c4cn(C)c5ccccc45)cc32)cc1	1%	14%	x
CC(=O)c1cccc(N(C(=O)c2ccco2)C(C(=O)NC2CCCCC2)c2ccc(C)o2)c1 (stereo not drawn)	-5%	-9%	-2%
Cc1ccc(Cl)cc1NS(=O)(=O)c1cc2[nH]c(=O)c(=O)[nH]c2cc1C	-2%	1%	u
COc1ccc(S(=O)(=O)N(CC(=O)Nc2ccccc2Cl)Cc2ccccc2)cc1	-3%	0%	x
CCN(c1ccc(OC)cc1)S(=O)(=O)c1csc(C(=O)N2CCCC2)c1	-4%	-11%	-1%
Cc1ccc(Cl)cc1NC(=S)N(C)N	0%	-19%	2%
c1cnc2c(c1)ccc1cccnc12	6%&-13%&-1%	u	0%&-8%&1%&0%
COCC(=O)N(Cc1nc2sc(C)c(C)c2c(=O)[nH]1)C1CCCCC1	-7%	-12%	13%
CC(C)c1nc(SCC(=O)N2CCN(c3ccccc3)CC2)c2c(=O)n(C)c(=O)n(C)c2n1	-6%	-13%	0%
CCOc1ccc2oc(C(=O)OCC(=O)N3CCCC(C)C3)c(C)c2c1 (stereo not drawn)	-1%	-8%	x
CC(=O)OC(C(=O)NC1CCCCC1)c1cccc(C)c1 (stereo not drawn)	1%	5%	5%
COc1ccc(CNc2oc(/C=C/c3cccc(OC)c3)nc2C#N)cc1	-14%	-4%	x
COc1ccc(NC(=O)c2cccc3c2C(=O)N(CC2CCCO2)C3)cc1OC (stereo not drawn)	-17%	u	-1%
O=C(N/N=C/c1ccc(OC(=O)c2ccccc2)cc1)c1cccnc1	-1%	-28%	-14%
Cc1ccc(-n2cnc3sc(C)c(C)c3c2=O)cc1	4%	1%	0%
CCCCN1CCCC1CNC(=O)c1cc(C#N)c2ccccc2c1OC (stereo not drawn)	-2%	x	16%

Four records drawn at random from those above:
Compound	GCN5L2 inh	FEN1 inhibitor	N370S GC
c1ccc2c(c1)OC(CCCN1CCCCC1)c1ccccc1S2 (stereo not drawn)	-4%	-5%	-19%
C=CCNC(=S)Nc1cccc([N+](=O)[O-])c1	-2%	18%	12%
CCCCN1CCCC1CNC(=O)c1cc(C#N)c2ccccc2c1OC (stereo not drawn)	-2%	x	16%
CC(C)c1nc(SCC(=O)N2CCN(c3ccccc3)CC2)c2c(=O)n(C)c(=O)n(C)c2n1	-6%	-13%	0%

Arranged by the number under GCN5L2 inh (high to low): some entries from above
Compound	GCN5L2 inh
Cc1ccc(Cl)cc1NC(=S)N(C)N	0%
Cc1ccc(Cl)cc1NS(=O)(=O)c1cc2[nH]c(=O)c(=O)[nH]c2cc1C	-2%
CC(C)c1nc(SCC(=O)N2CCN(c3ccccc3)CC2)c2c(=O)n(C)c(=O)n(C)c2n1	-6%
COCC(=O)N(Cc1nc2sc(C)c(C)c2c(=O)[nH]1)C1CCCCC1	-7%
CCOc1ccccc1C(=O)N1c2ccccc2Sc2ccccc21	-8%
COc1ccc(CNc2oc(/C=C/c3cccc(OC)c3)nc2C#N)cc1	-14%

(next part)
Compound	GCN5L2 inh	FEN1 inhibitor	N370S GC
COc1cccc(CNC(=O)C2CC(=O)N(C3CCCCC3)C2)c1 (stereo not drawn)	-3%	0%	18%
O=C(Cc1ccccc1)NNC(=S)Nc1ccccc1	4%	1%	0%
O=C(CSCc1cnn(-c2ccccc2)c1-n1cccc1)N1CCN(Cc2ccccc2)CC1	-2%	-1%	-14%
C=CCNC(=O)/C(C#N)=C/c1c(N2CCN(c3ccc(OC)cc3)CC2)nc2c(C)cccn2c1=O	-6%	-16%	-9%
O=C(Nc1c(C(=O)N2CCCCC2)cnn1-c1ccccc1)c1ccccc1F	1%	-3%	0%
CC(=O)c1ccc(NC(=O)c2cn3c4c(ccc(Cl)c4c2=O)OC(C)C3)cc1 (stereo not drawn)	1%	-2%	x
COc1ccccc1/C=C/C1(C(=O)NC2CCCC2)CC(=O)N1c1ccccc1 (stereo not drawn)	4%	-8%	-1%
CCN(CC)C(=O)Oc1ccc2c(c1)O/C(=C\c1ccco1)C2=O	-6%	-26%	-4%
CC1CCCC(C)N1C(=O)Cc1ccccc1 (stereo not drawn)	-5%	0%	-5%
COc1ccc(/C=C/C(=O)NC(=S)NNC(=O)c2cccs2)cc1	0%	29%	-16%
COC(=O)C1(C)NC(c2ccco2)C2C(=O)N(c3ccc(F)cc3)C(=O)C21 (stereo not drawn)	4%	7%	0%
COC(=O)c1cc(C(=O)Nn2cnnc2)cc([N+](=O)[O-])c1	-8%	0%	1%
COc1cccc(N(CC(=O)NC(C)c2ccccc2)S(C)(=O)=O)c1 (stereo not drawn)	-10%	2%	11%
CC1CCCCN1C(=O)CSc1nc2c(c(=O)n(C)c(=O)n2C)n1C (stereo not drawn)	-2%	3%	0%
CCOC(=O)c1ccc(NC(=O)NCc2ccc(OC)cc2)cc1	31%	-2%	-6%
O=C(Cn1c(=O)oc2cc(S(=O)(=O)NCc3ccccc3)ccc21)Nc1ccc(F)c(Cl)c1	-4%	-2%	x
O=C(CSc1ccccn1)N/N=C/c1ccccc1[N+](=O)[O-]	2%	-11%	30%
O=C(CSc1nnc(SCc2cccc3ccccc23)s1)c1ccc2c(c1)OCO2	-4%	-3%	-15%
Cc1nn2c(=O)cc(COC(=O)c3ccccc3NC(=O)COc3ccccc3C)nc2s1	-1%	-4%	x
CCC(=O)Nc1cc2nn(-c3ccc(C)cc3)nc2cc1C	1%&-1%	5%&-16%	2%
C#CCOCCOCCOCCNc1nc(N2CCN(C(=O)CCCCCCCCCCNC(=O)Cn3cc(C[C@@H](C)O)nn3)CC2)nc(N2CCN(C(=O)CCCCCCCCCCNC(=O)[C@@H]([C@H](C)CC)n3cc(CCCCCN)nn3)CC2)n1	-6%	u	u
COc1ccc(NS(=O)(=O)c2c(C)cc(C)cc2C)cn1	0%	-12%	-13%
COC(=O)c1cccc(NS(C)(=O)=O)c1C	-4%	2%	u
NC(=O)c1ccccc1N/C=C1\CCCCC1=O	-13%	13%	-1%
COc1ccc(C(=O)C2C(c3ccc(-c4ccccc4[N+](=O)[O-])o3)NC(=O)NC2(O)C(F)(F)F)cc1 (stereo not drawn)	29%	11%	-3%
CC(C)Cn1nc(C(=O)N2CCc3ccccc32)c2ccccc2c1=O	-21%	-12%	7%
CCC1SC2=NC(C)=C(C(=O)OC)C(c3cccs3)N2C1=O (stereo not drawn)	0%	-15%	1%
CCN1CCCc2cc(CN(CCN3CCOCC3)C(=S)Nc3cccc(OC)c3)ccc21	-11%	1%	u
O=C(O)C1=CC(=C(c2ccc(O)c(C(=O)O)c2)c2ccc(O)c(C(=O)O)c2)C=CC1=O	0.32µM*	0.79µM*	-2%&-11%&4%
O=C(NNC(=O)c1ccc2c(c1)OCO2)NC12CC3CC(CC(C3)C1)C2	51%[activator]	6%	18%
Cc1ccc(C(=O)COC(=O)CNC(=O)Cc2ccccc2)cc1[N+](=O)[O-]	-7%	10%	2%
COc1ccccc1-c1ocnc1C(=O)N1CCN(C(=O)C(c2ccccc2)c2ccccc2)CC1	-2%	-2%	1%
CC(=O)c1c(C)c2c(n1CCN(C)C)CCCC2	-21%	1%	0%
O=C1CCCC2=C1C1(CCCCC1)N=C(Nc1nc3ccccc3o1)N2	-12%	u	17%
CC(C(=O)NCc1ccc2c(c1)OCO2)N(c1ccccc1)S(C)(=O)=O (stereo not drawn)	-16%	3%	2%
O=C(O)CN1C(=O)/C(=C/c2ccccc2Cl)Oc2ccccc21	1%	-5%	8%
COCCCn1c(SCCc2ccccc2)nc2cc(OC)c(OC)cc2c1=N	-15%	u	u
O=c1nc(-c2ccccc2)n(-c2ccc(Cl)cc2)[nH]1	-3%	-2%	-2%
Cc1cc2nc(-c3ccc(NC(=O)c4cc5ccccc5o4)cc3)oc2cc1C	1%	3%	x
CCC(=O)Nc1cccc(NC(=O)CSc2nnc(C(C)C)n2CC)c1	-2%	2%	-1%
Cc1cc(NC(=O)COC(=O)COc2ccc3c4c(c(=O)oc3c2)CCC4)no1	-3%	6%	2%
O=c1[nH]c(CN2CCN(c3ccccc3O)CC2)nc2scc(-c3ccccc3Cl)c12	-4%	-12%	-12%
Cc1ccc(S(=O)(=O)c2n[nH]n3c2nc(=O)c2ccccc23)cc1	-9%	-7%	-26%
COc1ccc(Cl)cc1N1C(=NC(=O)C2CCCO2)SC2CS(=O)(=O)CC21 (stereo not drawn)	-12%	13%	0%
NC(=O)c1c(N)sc(=S)n1-c1ccccc1	-5%	7%	-3%
CCSc1ncc(Cl)c(C(=O)N2CCN(c3ccccc3OC)CC2)n1	-2%	0%	x
COc1ccc2nc(N(Cc3cccnc3)C(=O)c3ccco3)sc2c1	-1%	11%	x
CC(NC(=O)CCN1C(=O)c2ccccc2C1=O)c1ccccc1 (stereo not drawn)	-27%	-2%	-28%
CC(NC(=O)CN1C(=O)NC2(CCCCCCC2)C1=O)c1ccccc1 (stereo not drawn)	4%	-2%	x
Cc1ccc(C(=O)CCC(=O)Nc2cccnc2)cc1C	-10%	-5%	2%
Cc1cccc(-n2nc(C)c3c2NC2=C(C(=O)CCC2)C3c2ccccn2)c1 (stereo not drawn)	-3%	1%	2%
Cc1ccc(NC(=O)COC(=O)CCC(=O)c2cccs2)cc1C	-3%	8%	-7%
c1ccc(-c2cn(-c3ccccc3)c3[n+]2CCS3)cc1	-7%	-5%	8%
CCCC(CCC(=O)Nc1cccc([N+](=O)[O-])c1)C(=O)O (stereo not drawn)	3%	4%	1%
COC(=O)COc1cccc(NC(=O)c2cc(OC)cc(OC)c2)c1	1%	-1%	-3%
CC(=O)/C(N=Nc1ccc(C(=O)O)cc1)=C(\C)O	-10%	10%	-6%
CC(C)(C)OC(=O)N1CCC(c2c(C(=O)N3CCN(c4cccc(Cl)c4)CC3)cnn2-c2cccc(Cl)c2)CC1	-1%	-5%	x
CCC1CN(C(=O)N2CCC(C(=O)NCCOC)CC2)c2ccccc2O1 (stereo not drawn)	0%	27%	x

Structural class, those above with a nitro group on carbon
Compound	GCN5L2 inh	FEN1 inhibitor	N370S GC
Cc1cc(NC(=O)CSCc2ccc([N+](=O)[O-])cc2)no1	19%	-5%	4%
C=CCNC(=S)Nc1cccc([N+](=O)[O-])c1	-2%	18%	12%
COC(=O)c1cc(C(=O)Nn2cnnc2)cc([N+](=O)[O-])c1	-8%	0%	1%
O=C(CSc1ccccn1)N/N=C/c1ccccc1[N+](=O)[O-]	2%	-11%	30%
COc1ccc(C(=O)C2C(c3ccc(-c4ccccc4[N+](=O)[O-])o3)NC(=O)NC2(O)C(F)(F)F)cc1 (stereo not drawn)	29%	11%	-3%
Cc1ccc(C(=O)COC(=O)CNC(=O)Cc2ccccc2)cc1[N+](=O)[O-]	-7%	10%	2%
CCCC(CCC(=O)Nc1cccc([N+](=O)[O-])c1)C(=O)O (stereo not drawn)	3%	4%	1%
